CHRM1 antagonist – human CHRM1 antagonism; inhibition, % at 3 µM; CHO-K1 hM1, Fluo-8 calcium fluorescence, ACh EC80 antagonist; 1.3% of 360,000 active; P11229;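 active = percent inhibition above its own plate's cutoff, namely the mean of that plate's compound wells plus 3 SD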;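 also: peak over basal fluorescence ratio during 140 s after agonist addition; 0% = ACh EC80 plus DMSO and 100% = DMSO alone without agonist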
Target sequence (P11229 whole entry, looked up): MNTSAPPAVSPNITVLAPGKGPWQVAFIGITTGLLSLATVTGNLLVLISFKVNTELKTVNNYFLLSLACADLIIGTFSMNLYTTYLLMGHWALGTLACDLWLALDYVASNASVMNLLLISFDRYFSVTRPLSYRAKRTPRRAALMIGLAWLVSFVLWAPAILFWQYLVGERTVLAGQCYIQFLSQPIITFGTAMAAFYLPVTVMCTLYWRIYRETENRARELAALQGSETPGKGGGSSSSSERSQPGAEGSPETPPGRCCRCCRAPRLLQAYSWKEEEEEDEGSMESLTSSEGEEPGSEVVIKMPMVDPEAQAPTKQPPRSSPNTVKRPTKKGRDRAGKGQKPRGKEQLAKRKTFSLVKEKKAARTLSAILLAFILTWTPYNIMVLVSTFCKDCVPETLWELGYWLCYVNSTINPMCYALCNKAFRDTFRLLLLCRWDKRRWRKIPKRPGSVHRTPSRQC
CHRM1 PAM – positive allosteric modulators of human M1 muscarinic receptor; P11229; CHO-K1 hM1, Fluo-8 calcium fluorescence, ACh EC20; 0% = ACh EC20, 100% = maximal ACh; activation, % at 3 µM; 0.088% of 360,000 active; AID 588819; in the data active = activation above about 19%, passing the limit was not always enough
TAAR1 antag – human TAAR1 antagonism; 1.5% of 360,000 active; inhibition, % at 3 µM; CHO RD-HGA16 TAAR1, Fluo-8 calcium fluorescence, antagonist;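 active = inhibition above a per-plate cutoff, the mean inhibition of test compounds on that plate plus 3 SD, cut at about 49% in these data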;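 also: 0% = DMSO plus EC80 beta-PEA response and 100% = DMSO alone without agonist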
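System: CHO RD-HGA16 cells bearing hTAAR1. Reagent: EC80 β-phenethylamine stimulus. Schedule: seeding 17-24 h prior, 75-min 37 °C, 30-min RT dye loading. Signal: Fluo-8 intracellular calcium dye fluorescence, real-time kinetic reads. Read-out: % inhibition from peak post-agonist over basal fluorescence ratio. Benchmarks: vehicle wells and EC80 agonist wells. Replicates: n of 1.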
V1aR counter – activates human V1a receptor in oxytocin agonist counter-screen. CHO-V1R cells, Fluo-8 calcium fluorescence, agonist mode; 0% DMSO, 100% 3 nM vasopressin. activation, % at 3 µM. 0.25% of 320,000 active. P37288;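 active = activation above the mean activation of all tested compounds plus 3 SD, per screening run, cut at about 20% in these data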;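 also: signal is peak over basal fluorescence ratio across a 100 second FLIPR read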
Target sequence (P37288 whole entry, looked up): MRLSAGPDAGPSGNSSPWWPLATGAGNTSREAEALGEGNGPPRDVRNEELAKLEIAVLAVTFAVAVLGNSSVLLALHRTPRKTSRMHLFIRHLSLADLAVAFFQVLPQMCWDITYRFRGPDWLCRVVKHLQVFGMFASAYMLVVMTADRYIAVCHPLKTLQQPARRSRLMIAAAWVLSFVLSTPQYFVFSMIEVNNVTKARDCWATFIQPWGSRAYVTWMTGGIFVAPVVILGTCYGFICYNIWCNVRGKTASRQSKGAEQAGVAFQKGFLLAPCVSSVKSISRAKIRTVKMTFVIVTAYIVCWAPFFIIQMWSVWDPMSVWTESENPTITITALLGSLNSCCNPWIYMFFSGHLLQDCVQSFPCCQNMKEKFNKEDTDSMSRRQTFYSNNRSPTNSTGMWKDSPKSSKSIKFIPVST
OXTR agonist – human OXTR agonism. P30559. CHO-OTR cells, Fluo-8 calcium fluorescence; normalized: DMSO 0%, oxytocin 100%. activation, % at 3 µM. 0.32% of 320,000 active. AID 2435;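 active = activation above the mean of all tested compounds plus 3 SD, cutoff set per screening run, cut at about 20% in these data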;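 also: peak over basal fluorescence ratio from a 100 s FLIPR kinetic read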
OXTR potentiator – potentiators of human oxytocin receptor | activation, % at 3 µM | CHO-OTR cells, Fluo-8 calcium fluorescence, potentiator mode; 0% = oxytocin EC15, 100% = EC100 | AID 2445 | 0.061% of 320,000 active;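 active = activation above that plate's cutoff, the mean activation of tested compounds plus 3 SD, cut at about 6.6% in these data, passing the limit was not always enough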;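 also: 100% uses oxytocin at 75 nM as the full agonist control; some results filed as inactive read as strong as hits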
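test system = CHO-OTR cells, human receptor | compound = single-point 3.0 µM | schedule = 6 min compound pre-incubation at room temperature, 100 s kinetic read | signal = Fluo-8 no-wash calcium dye fluorescence, excitation 470-495 nm, emission 515-575 nm | repeats = single well per compound, singlicate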
TAAR1 ag – agonists of human TAAR1. 0.99% of 360,000 active. activation, % at 3 µM. CHO RD-HGA16 TAAR1, Fluo-8 calcium fluorescence; vehicle wells 0%, saturating PEA agonist 100%. AID 624467;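 active = activation above the mean activation of all test compounds in the run plus 3 SD, cut at about 38% in these data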
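Assay system – CHO-derived RD-HGA16 cells with stable Gα16 and human TAAR1 · Compound dosing – one-point dosing at 3 µM (nominal) · Incubation – 17-24 h seeding, 75 min 37 °C dye, 30 min RT · Measured by – kinetic Fluo-8 calcium fluorescence · Control set – DMSO vehicle as 0%, PEA at EC100 as 100% · Repeats – single well for each compound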
CHO parental Ca – counter-screen: ATP calcium response change in parental CHO cells; parental CHO-K1, ATP-induced calcium, Fluo-8 fluorescence; inhibition, % at 5.6 µM; 0.63% of 330,000 active; AID 463079;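 active = inhibition above that plate's mean sample inhibition plus 3 SD, cut at about 26% in these data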;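 also: 0% = ATP-challenged DMSO wells and 100% = DMSO wells without ATP; some compounds past the cut are filed as inactive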
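Material – parental CHO cells · Reagent – ATP stimulus · Compound – single nominal dose of 5.6 µM per compound · Detection – Fluo-8 fluorescence · Read-out basis – percent inhibition of calcium signal · Controls – ATP-challenged DMSO wells low, unchallenged DMSO wells high · Repeats – no replicates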
CHRM1 agonist – human M1 muscarinic receptor agonism; P11229; CHO-K1 hM1, Fluo-8 calcium fluorescence, agonist mode; 0% DMSO, 100% acetylcholine EC100; activation, % at 3 µM; 0.33% of 360,000 active; AID 588814;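 active = activation above the run's mean compound activation plus 3 SD, cut at about 16% in these data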;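 also: peak over basal fluorescence ratio within a 140 s kinetic read after compound addition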
Active calls of the source: *; · = no result given; & = joins results of further samples. The order is random. About 3.7% of those tested had a hit in this group.

SMILES	CHRM1 antagonist	CHRM1 PAM	TAAR1 antag	V1aR counter	OXTR agonist	OXTR potentiator	TAAR1 ag	CHO parental Ca	CHRM1 agonist
O=C(CN1C(=O)CSc2ccc(S(=O)(=O)N3CCOCC3)cc21)NCc1ccc(F)cc1	-6	6	-8	0.6	0.8	4	0	-17	-5
C#CCNC(=O)C1=C[C@H](C(C)(C)C)C[C@H](OCCCCO)O1	5	12	-15	-0.2	-0.7	-4	0	-6	5
COc1cc(NC(=O)COC(=O)/C=C/c2ccc(Cl)cc2Cl)cc(OC)c1	-14	7	-3	0.5	-1.0	-4	0	-13	-1
COc1cc(=O)[nH]c(SC(C)C(=O)Nc2cc(C)on2)n1 (stereo not drawn)	-3	9	3	-0.8	-0.4	-4	-3	3	-3
COc1ccc(Br)cc1CN(C)CC(=O)Nc1c(Cl)ccc(C)c1Cl	1	0	28	0.5	-2.5	-11	4	-13	0
Cc1ccc(C(=O)N/N=C/c2cc(C)n(-c3ccc(Br)cc3)c2C)cc1[N+](=O)[O-]	-13	2	14	-0.7	-1.9	-15	0	-21	-5
Cc1cccc2cc(CN(CCN3CCCC3)C(=O)NC3CCCCC3)c(=O)[nH]c12	16	-2	-15	0.5	0.6	-13	9	-13	-5
O=[N+]([O-])c1ccc(NCc2ccncc2)cc1	-11	6	-17	1.6	0.6	-7	3	4	-6
CNC(=O)CN(c1ccc(C23CC4CC(CC(C4)C2)C3)cc1)S(C)(=O)=O	-2	8	-7	2.6	2.1	-3	12	-14	-1
CCOC(=O)Cc1csc(NC(=O)Nc2cccs2)n1	11	-12	17	15	12	-22	16	-8	1
NS(=O)(=O)c1cccc(NC(=O)COC(=O)C2CCCCC2)c1	-3	5	11	1.6	0.4	-11	9	-9	-3
CCN(CC)C(=O)c1ncn2c1c(=O)[nH]c1ccccc12	-10	15	-8	·	·	·	1	·	7
O=[N+]([O-])c1c(O)c(Cl)cc(Cl)c1Cl (tested in a mixture with another compound)	-11	0	-10	·	·	·	24	·	3
CCCCCCCNC(=O)CN1C(=O)CSc2ccc(S(=O)(=O)N3CCOCC3)cc21	12	-1	-18	-0.9	-2.6	3	2	-1	-6
COc1cccc(-c2nc(SC)nc3sc(C(=O)NC(C)(C)C)c(N)c23)c1	3	9	10	0.3	-1.6	-4	-1	-19	-2
COc1ccc(CNc2ccc(C)c(C)c2)c(OC)c1OC	5	5	28	-0.3	-1.6	-22	20	-24	-2
Cn1cnc2cc(NCc3ccccc3O)ccc21	0	-9	3	2.9	3.1	-6	2	-5	-9
COc1cccc(CC2(CO)CCCN(Cc3ccc(OC(F)F)cc3)C2)c1 (stereo not drawn)	-4	-9	-15	2.6	1.0	-9	6	-24	-6
CCC(=O)Nc1cccc(NC(=O)CSc2nnc(C3CC3)n2C)c1	-5	1	9	-0.3	-0.5	-10	9	2	-2
O=c1ccnc(Sc2ncccc2[N+](=O)[O-])[nH]1	-22	1	-7	1.6	0.9	1	10	-1	-1
CN(C)c1ccc(C=C2C=Cc3ccccc32)cc1	-12	15	23	·	·	·	-1	·	4
O=C(O)c1ccc(NCc2cccs2)cc1	-17	7	-20	0.7	-0.1	-3	3	-4	-4
O=C(NCCCNC(=O)c1ccc(Cl)cc1Cl)c1cnccn1	-10	6	-15	0.0	0.7	2	1	-4	-2
COC(=O)C1=CN(Cc2ccc(OC)c(OC)c2)C=C(C(=O)OC)C1c1cccc(O)c1	-17	11	-13	0.8	-0.1	-9	1	-16	-3
CCOCCNC(=O)c1ccc2c3c(cccc13)CC2	-4	5	-2	-0.6	-1.6	4	4	4	-3
CN1CCN(c2ccccc2NC(=O)c2ccc(OCc3ccccc3)cc2)CC1	-32	5	16	4.1	7.3	-10	12	-16	-5
COC(=O)c1c(C)nc2c(c(SC)nn2-c2ccccc2)c1N	11	4	21	-0.3	-0.8	-13	19	-8	-1
COc1cc(C(=O)Oc2cccnc2)cc(OC)c1OC	-6	6	-18	0.9	0.6	-11	4	4	-4
Clc1cccc(Cc2c(-c3ccco3)nc3ccc(Cl)cn23)c1	-37	15	-5	·	·	·	0	·	0
CC(Sc1nnc(C2CC2)n1C1CC1)C(=O)N(C)Cc1cccc(F)c1 (stereo not drawn)	-6	9	-1	-0.1	-0.2	3	1	-3	-8
CCN(CC)S(=O)(=O)c1ccc(O)c(C(=O)OCC(=O)N2CCCc3ccccc32)c1	7	-6	-7	·	·	·	2	·	-6
CC(C)NS(=O)(=O)c1ccc(CCC(=O)O)cc1	-2	4	1	0.3	0.5	-4	4	-2	-4
C[C@@H]1CN([C@H](C)CO)C(=O)c2c(c3ccccc3n2C)-c2ccccc2CO[C@H]1CN(C)Cc1ccc(C(F)(F)F)cc1	-17	7	-25	·	·	·	-1	·	-4
COC(=O)CN(C)C(=O)c1ccc(OC2CCN(S(=O)(=O)N(C)C)CC2)cc1	-9	0	-26	4.3	3.9	-2	7	-3	1
Cc1ccc(C)c(N(CC(=O)NC2CCCC2)C(=O)CCCC(=O)Nc2ccccn2)c1	-6	3	14	·	·	·	14	·	-3
O=C1CSc2ccc(S(=O)(=O)N3CCN(c4ccccc4F)CC3)cc2N1	4	-3	5	6.4	2.6	-14	5	18	0
COc1ccc(C2COC(=O)C2=N)c(NC(=O)c2ccc(Cl)cc2)c1 (stereo not drawn)	-8	10	-5	3.9	0.2	-7	0	-10	-8
COc1ccc(C(OC(=O)c2ccco2)C(=O)NC2CCCCC2)cc1OC (stereo not drawn)	-3	3	-17	1.5	2.2	-13	13	6	-3
COC(CN(C)S(=O)(=O)c1cc2c3c(c1)CCN3C(=O)CC2)OC	-6	10	-13	0.7	0.6	-3	2	-7	0
NC(=O)OCC(COC(N)=O)c1ccccc1	-16&4	-2&-7	-12&-9	-0.4&0.5	0.7&0.1	0&-13	3&4	-4&-4	-3&-3

7 consecutive records out of the list so far, quoted:
SMILES	CHRM1 antagonist	CHRM1 PAM	TAAR1 antag	V1aR counter	OXTR agonist	OXTR potentiator	TAAR1 ag	CHO parental Ca	CHRM1 agonist
CN(C)c1ccc(C=C2C=Cc3ccccc32)cc1	-12	15	23	·	·	·	-1	·	4
O=C(O)c1ccc(NCc2cccs2)cc1	-17	7	-20	0.7	-0.1	-3	3	-4	-4
O=C(NCCCNC(=O)c1ccc(Cl)cc1Cl)c1cnccn1	-10	6	-15	0.0	0.7	2	1	-4	-2
COC(=O)C1=CN(Cc2ccc(OC)c(OC)c2)C=C(C(=O)OC)C1c1cccc(O)c1	-17	11	-13	0.8	-0.1	-9	1	-16	-3
CCOCCNC(=O)c1ccc2c3c(cccc13)CC2	-4	5	-2	-0.6	-1.6	4	4	4	-3
CN1CCN(c2ccccc2NC(=O)c2ccc(OCc3ccccc3)cc2)CC1	-32	5	16	4.1	7.3	-10	12	-16	-5
COC(=O)c1c(C)nc2c(c(SC)nn2-c2ccccc2)c1N	11	4	21	-0.3	-0.8	-13	19	-8	-1

(more compounds)
SMILES	CHRM1 antagonist	CHRM1 PAM	TAAR1 antag	V1aR counter	OXTR agonist	OXTR potentiator	TAAR1 ag	CHO parental Ca	CHRM1 agonist
COc1cccc(CN2CC(C(=O)NCCc3ccccc3C(F)(F)F)CCC2=O)c1 (stereo not drawn)	-9	12	3	0.0	-0.2	-8	1	-25	-4
O=C(COC(=O)CNS(=O)(=O)c1ccccc1)Nc1ccc(Cl)cn1	-4	8	28	1.4	0.6	0	6	-8	-1
COC(=O)c1ccc(C(=O)OC)c(NC(=O)CN2CCN(c3ccccc3)CC2)c1	-13	6	-2	-0.5	-0.3	-6	3	-6	-5
COc1ccc(C(=O)Cc2ccc3c(c2)OCO3)c(O)c1	-10	0	3	-0.8	-2.9	-5	4	3	-7
O=C1OCC(CO)(CO)N=C1NNc1ccc(Cl)c(Cl)c1	-7	5	5	-0.9	1.5	3	2	-11	0
Cc1nn(CCCC(=O)NCc2ccccc2)c(=O)c2nn(-c3ccccc3)c(C)c12	1	-2	-18	0.3	-2.0	-8	-3	-23	-6
Cc1ccccc1N(CC(=O)Nc1ccccc1C(=O)NCc1ccco1)S(=O)(=O)c1ccccc1	22	-15	69*	0.1	-0.7	-18	10	-7	-3
CCCCN1C(=O)C(O)(CC(=O)c2c(C)coc2C)c2ccccc21 (stereo not drawn)	3	0	6	-0.3	-1.8	-17	6	-22	-9
O=C(CSc1nnc(COc2ccccc2)o1)Nc1ccc(F)cc1	-11	7	7	3.8	2.4	-1	2	-11	-5
O=C1N[C@@H](c2ccccc2)COC(=O)[C@H](Cc2ccc(F)cc2)C/C=C\C[C@@H]1CC(=O)N(CCO)Cc1ccccc1	7	-1	43	1.9	2.0	-4	19	-17	-5
COCCCn1c(SCC(=O)Nc2ccc(NC(C)=O)cc2)nc2sc3c(c2c1=O)CCC3	5	6	13	0.4	1.1	-8	1	-19	-1
O=C(O)CCSc1ccc2ccccc2n1	-22&-13	2&8	-7	0.3&-0.4	0.2&-0.4	-5&-2	14	0&-1	1&-2
CCOC(=O)c1sc(Nc2cccc(Cl)c2)nc1C	8	-4	-28	-1.4	-2.2	-10	-1	-27	-4

A second format for some results above.
COCCCn1c(SCC(=O)Nc2ccc(NC(C)=O)cc2)nc2sc3c(c2c1=O)CCC3
  CHRM1 antagonist: 5	CHRM1 PAM: 6	TAAR1 antag: 13	V1aR counter: 0.4	OXTR agonist: 1.1	OXTR potentiator: -8	TAAR1 ag: 1	CHO parental Ca: -19	CHRM1 agonist: -1

O=C(O)CCSc1ccc2ccccc2n1
  CHRM1 antagonist: -22&-13	CHRM1 PAM: 2&8	TAAR1 antag: -7	V1aR counter: 0.3&-0.4	OXTR agonist: 0.2&-0.4	OXTR potentiator: -5&-2	TAAR1 ag: 14	CHO parental Ca: 0&-1	CHRM1 agonist: 1&-2

CCOC(=O)c1sc(Nc2cccc(Cl)c2)nc1C
  CHRM1 antagonist: 8	CHRM1 PAM: -4	TAAR1 antag: -28	V1aR counter: -1.4	OXTR agonist: -2.2	OXTR potentiator: -10	TAAR1 ag: -1	CHO parental Ca: -27	CHRM1 agonist: -4

Screening results from PubChem.
